# SKKanGAS inh: SKKanGAS growth inhibition. 1.3% of 300,000 active. AID 1662. inhibition, % at 7.5 µM. S. pyogenes SKKanGAS, kanamycin growth, BacTiter-Glo, 6 h;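 active = mean replicate score, as percent of positive control median, at least 50; inconclusive = mean below 50 but one replicate at or above 50; inactive = mean and every replicate below 50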;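 also: strain carries kanamycin resistance gene driven by streptokinase promoter and grows in 40 µg/ml kanamycin; loss of luminescence reflects streptokinase promoter inhibition or plain growth inhibition; 0% = median of DMSO wells and 100% = positive control at its reference dose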
# RGS4 act: potentiators or activators of RGS4 | B-score at 10 µM | HEK293 M3R/inducible RGS4, carbachol calcium flux Fluo4; hits give low values | 0.92% of 310,000 active;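 active = B-score of the integrated calcium signal more than 4 SD below the library mean, with starting fluorescence not abnormally high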;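 also: negative B-score means reduced calcium response which marks RGS4 activation or potentiation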
#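 Material: Inducible-RGS4 HEK293 cells carrying M3 receptor; also added: carbachol at ECmax as muscarinic agonist stimulus; incubation: compound preincubation 20 min at room temperature before agonist; signal: Fluo4-AM (2 µM) calcium-flux fluorescence, kinetic read; measure: integrated calcium ratio converted to B score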
# Platelet DG rel: modulates dense granule release in human platelets | inhibition, %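 (compounds screened at 7.5 µM in platelet-rich plasma)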 | 0.22% of 300,000 active | human platelet-rich plasma, SFLLRN dense granule ATP release, luminescence;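 active = mean replicate score, as percent of positive control, at or above 50; inconclusive = mean below 50 but at least one replicate at or above 50; inactive = mean and every replicate below 50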
# TRPC6 act: activators of mouse TRPC6 channel. HEK293-TRPC6 membrane potential dye fluorescence; hits give high values. B-score at 10 µM. 0.13% of 310,000 active. AID 2550;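 active = B-score of the integrated fluorescence ratio above library mean plus 3 SD, and starting fluorescence ratio within library mean plus 5 SD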;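 also: higher score means more depolarization so channel activation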
# HIF activator: HIF pathway transcriptional activation | U2OS HRE-luciferase reporter, luminescence; normalized: DMSO 0%, desferrioxamine 100% | activation, % at 7.5 µM (by protocol) | 0.32% of 300,000 active | AID 1910;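 active = mean activation of at least 10% of the iron chelator positive control signal, with at least half of replicates also reaching 10%; inconclusive = mean and replicate majority disagree about reaching 10%; inactive = mean and most replicates under 10%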
# MrgX1 PAM: human MrgX1 positive allosteric modulation, primary screen | B-score at 10 µM | MrgX1-HEK293, Fluo-4 calcium flux, FDSS; hits give high values | Q96LB2 | 0.63% of 310,000 active;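 active = plate-corrected calcium response at least 3 library SD above typical, normal starting fluorescence, not activating the receptor alone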;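 also: compound read alongside a low EC10 to EC30 dose of BAM8-22 agonist; peak minus trough fluorescence over baseline measured at the second addition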
# RGS4 block: inhibitors of human RGS4. P49798. HEK293 M3R/RGS4 inducible, Fluo-4 calcium flux; hits give high values; triggered by carbachol at its EC20. B-score at 10 µM. 0.45% of 310,000 active. AID 463165;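 active = B-score, a plate-corrected calcium signal, over three deviations above library mean, with baseline fluorescence within five deviations of library mean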;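 also: RGS4 expression induced by doxycycline in cells with stable M3 receptor; B-score is computed from the integrated fluorescence ratio over baseline after carbachol; higher B-score means a larger calcium signal and so more RGS4 inhibition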
# TRPC6 inhibitor: inhibitors of mouse TRPC6 channel. B-score at 10 µM. HEK293-TRPC6, membrane potential dye, ACh-evoked depolarization; hits give low values. 1.1% of 310,000 active;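 active = B-score under library mean minus 3 SD, initial fluorescence not abnormally high, positive integrated signal ratio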;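 also: B-score derived from integrated fluorescence ratio over the kinetic read; more negative B-score means stronger inhibition of depolarization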
# TRPC4 inh: TRPC4 (mouse) channel inhibition | B-score at 10 µM | HEK293 TRPC4beta/mu-opioid, DAMGO-evoked Fluo4 calcium flux; hits give low values | AID 2247 | Q9QUQ5 | 0.39% of 300,000 active;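 active = B-score over 3 SD under the library average, no early fluorescence shift, positive overall ratio signal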
# Target sequence (Q9QUQ5 whole entry, looked up): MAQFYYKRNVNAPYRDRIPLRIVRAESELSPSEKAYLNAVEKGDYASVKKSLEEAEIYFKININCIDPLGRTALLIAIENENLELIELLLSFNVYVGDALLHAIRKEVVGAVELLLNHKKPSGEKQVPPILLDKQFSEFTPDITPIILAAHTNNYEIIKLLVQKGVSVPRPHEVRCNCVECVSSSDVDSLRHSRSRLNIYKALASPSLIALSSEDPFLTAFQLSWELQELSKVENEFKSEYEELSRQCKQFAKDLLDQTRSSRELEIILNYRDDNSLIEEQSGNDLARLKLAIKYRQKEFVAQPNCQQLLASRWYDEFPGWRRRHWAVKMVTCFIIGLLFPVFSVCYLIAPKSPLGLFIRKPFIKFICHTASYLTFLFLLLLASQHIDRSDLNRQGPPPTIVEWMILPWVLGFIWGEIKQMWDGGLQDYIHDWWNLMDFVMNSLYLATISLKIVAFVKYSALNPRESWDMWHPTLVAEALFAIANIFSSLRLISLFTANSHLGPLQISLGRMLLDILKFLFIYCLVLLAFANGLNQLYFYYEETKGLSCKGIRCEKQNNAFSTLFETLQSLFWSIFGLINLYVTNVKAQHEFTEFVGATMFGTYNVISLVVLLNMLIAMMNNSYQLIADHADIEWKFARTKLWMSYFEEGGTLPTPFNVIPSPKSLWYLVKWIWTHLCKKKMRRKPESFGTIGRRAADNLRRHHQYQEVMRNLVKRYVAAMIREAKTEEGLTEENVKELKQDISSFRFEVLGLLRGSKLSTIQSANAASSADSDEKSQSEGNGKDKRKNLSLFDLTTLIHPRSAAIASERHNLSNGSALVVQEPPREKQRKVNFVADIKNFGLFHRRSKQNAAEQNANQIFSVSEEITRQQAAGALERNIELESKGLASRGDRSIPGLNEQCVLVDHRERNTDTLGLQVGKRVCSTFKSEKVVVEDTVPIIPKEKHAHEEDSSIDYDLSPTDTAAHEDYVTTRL
#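 Material: HEK293 cells with stable TRPC4beta plus mu-opioid receptor expression; probe or stimulus: DAMGO in two steps, submaximal then maximal; technique: Fluo4 calcium fluorescence by kinetic imaging, 5 s 1 Hz baseline; measure: integrated fluorescence ratio relative to baseline, converted to per-well B score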
# MrgX1 ag: human MrgX1 receptor agonism, primary screen. Q96LB2. MrgX1-HEK293 cells, Fluo-4 calcium fluorescence, agonist mode; hits give high values. B-score at 10 µM. 0.44% of 310,000 active;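 active = calcium response B-score plate-corrected fluorescence ratio at least 3 library SD, with starting fluorescence B-score inside 5 SD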
#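 times = overnight plating, then 30 min 37 °C plus 30 min room-temperature dye loading | assay system = stable human MrgX1 HEK293 cell line | input = fifteen thousand cells per well | signal = kinetic calcium dye fluorescence, Fluo-4 NW | dosing = compound delivered in addition one of three | read-out = B-scored fluorescence response ratio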
# MrgX1 antag: antagonists of human MrgX1 receptor; B-score at 10 µM; Q96LB2; AID 588676; 1.3% of 310,000 active; MRGX1-HEK293 calcium flux, Fluo-4, BAM8-22 antagonism; hits give low values;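 active = calcium-response B-score plate-corrected more than 3 library SD below zero, starting fluorescence within 5 deviations, no agonist response on first addition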;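 also: peak minus trough fluorescence over baseline after final BAM8-22 challenge near maximal dose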
# * = called active by the depositor; i = inactive; ? = inconclusive; . = no result given. Hits appear at their usual frequency; about 6.1% have a hit in one of these screens.
# Start of the data: the first four compounds, ahead of the listing:
SMILES,SKKanGAS inh,RGS4 act,Platelet DG rel,TRPC6 act,HIF activator,MrgX1 PAM,RGS4 block,TRPC6 inhibitor,TRPC4 inh,MrgX1 ag,MrgX1 antag
CSCCC(NC(=O)c1ccc([N+](=O)[O-])cc1Cl)C(=O)OCC(=O)NC(=O)CN1CCCC1=O (centres undefined),-1,i,9,i,1.3,i,i,i,i,i,i
O=C(N/N=C\c1cccnc1)c1ccc(Cl)s1,7,i,1,i,0.4,i,i,i,i,i,i
Nc1ccc2nc(CCc3ccccc3)[nH]c2c1,3,i,2,i,1.8,i,i,i,i,i,i
Cn1c(=O)c2sccc2n2c(CCCC(=O)NCc3ccco3)nnc12,-1,i,-19,i,0.6,i,i,i,i,i,i

# Main list, from the first entry:
SMILES,SKKanGAS inh,RGS4 act,Platelet DG rel,TRPC6 act,HIF activator,MrgX1 PAM,RGS4 block,TRPC6 inhibitor,TRPC4 inh,MrgX1 ag,MrgX1 antag
CSCCC(NC(=O)c1ccc([N+](=O)[O-])cc1Cl)C(=O)OCC(=O)NC(=O)CN1CCCC1=O (centres undefined),-1,i,9,i,1.3,i,i,i,i,i,i
O=C(N/N=C\c1cccnc1)c1ccc(Cl)s1,7,i,1,i,0.4,i,i,i,i,i,i
Nc1ccc2nc(CCc3ccccc3)[nH]c2c1,3,i,2,i,1.8,i,i,i,i,i,i
Cn1c(=O)c2sccc2n2c(CCCC(=O)NCc3ccco3)nnc12,-1,i,-19,i,0.6,i,i,i,i,i,i
c1ccc(-c2nc(-c3ccco3)n3ccccc23)cc1,-1,i,25,i,-0.2,i,i,i,i,i,i
CC(=O)/C(=N/Nc1ccccc1)Sc1nnc(CCc2ccccc2)n1-c1ccccc1,-1,i,3,i,0.2,i,i,i,i,i,i
O=C(CSc1nnc(NC(=O)c2cccc(F)c2)s1)NCC1CCCO1 (centres undefined),?,i,-4,i,0.6,i,i,i,i,i,i
CC1CCCCN1C(=S)Nc1ccc2nc3n(c(=O)c2c1)CCCCC3 (centres undefined),-8,i,-5,i,0.4,i,i,i,i,i,i
COc1cc(CC(=O)NCc2cccs2)cc(OC)c1OC,-1,i,3,i,-0.1,i,i,i,i,i,i
c1ccc2c3c([nH]c2c1)CCNC3,-1,i,19,i,-5.2,i,i,i,i,i,i
COc1cc(C(=O)NCCOc2cccc(C)c2)c(Br)c(OC)c1OC,1,-7.2*,0,i,-1.3,i,i,i,i,i,i
CC(=O)Oc1ccc(/C=C(\NC(=O)c2ccco2)C(=O)NCc2ccco2)cc1,-2,i,1,i,0.2,i,i,i,i,i,i
C1CCN(CCCNC2C3CC4CC(C3)CC2C4)C1 (centres undefined),1,i,-4,i,0.0,i,i,i,i,i,i
Cc1cc(=O)oc2c(CN3CC(C)OC(C)C3)c(O)c(Cl)cc12 (centres undefined),-3,i,1,i,0.0,i,i,i,i,i,i
O=C1NC(=Nc2ccc(Cl)cc2)SC1Cc1cc(Cl)ccc1Cl (centres undefined),82*,i,8,i,2.4,i,i,i,i,i,i
COC(=O)c1ccc(OC)c(CSc2nnc(COc3ccccc3)o2)c1,-12,i,2,i,-0.4,i,i,i,i,i,i
Cc1ccccc1-c1nc(CS(=O)(=O)CC(=O)NC2CC2)c(C)o1,12,i,0,i,-0.4,i,i,i,i,i,i
CSCCCNC(=S)N(C)CC(=O)Nc1ccc(C)cc1,-2,i,1,i,-0.4,i,i,i,i,i,i
COc1ccccc1NC(=O)CSc1nc2nccnc2c(=O)n1Cc1cccs1,-2,i,-12,i,0.4,i,i,i,i,i,i
CC(C)=CC(=O)OCC(=O)Nc1ccc(Cl)cc1,4,i,-3,i,1.2,i,i,i,i,i,i
CC(C)CC(=O)Nc1ccc(C(=O)Cn2nc(C(=O)O)c3ccccc3c2=O)cc1,23,i,-10,i,-0.1,i,i,i,i,i,i
COc1ccc(C(=O)NNS(=O)(=O)c2ccccc2)cc1,2,i,-10,i,1.4,i,i,i,i,i,i
O=C(OCC(=O)N1CCN(c2ccccc2)CC1)c1cccc([N+](=O)[O-])c1,-2,i,14,i,-1.3,i,i,i,i,i,i
COc1ccccc1C(=O)NCCC(=O)N(C)Cc1ccc(C)o1,4,i,19,i,-0.2,i,i,i,i,i,i
COC(=O)CSc1nnc(CNC(=O)c2ccccc2OC)n1C,3,i,11,i,0.0,i,i,i,i,i,i
COCCCn1c(SCC(=O)NNC(=O)c2cccc(O)c2)nnc1-c1ccncc1,-2,i,-21,i,-0.1,i,i,i,i,i,i
O=C(CCCCCN1C(=O)c2ccccc2C1=O)NCc1ccccn1,-6,i,-23,i,0.2,i,i,i,.,i,i
O=C(CNc1cc(S(=O)(=O)N2CCOCC2)ccc1NCC1CCCO1)Nc1ccc(C(F)(F)F)cc1 (centres undefined),0,i,8,i,-0.2,i,i,i,i,i,i
O=C(Cc1cc(=O)oc2cc(O)ccc12)NCC1CCC(C(=O)O)CC1 (centres undefined),9,i,2,i,0.4,i,i,i,i,i,i
CC(C)C[C@@H](CSc1ccccc1)N1CCN(CCc2ccccc2)CCC1=O,21,i,2,i,1.5,i,i,i,i,i,i
COc1ccc(OC2CCN(S(=O)(=O)c3cccc(F)c3)CC2)cc1,-1,i,-2,i,-10,i,i,i,i,i,i
Oc1c(Cl)cc(Cl)cc1CNc1nccs1,4,i,-3,i,-1.6,i,i,i,i,i,i
CCOC(=O)c1cccc(NC(=O)CCS(=O)(=O)c2ccc(Br)s2)c1,-6,i,8,i,-0.4,i,i,i,i,i,i
NS(=O)(=O)c1ccc(CNC(=O)/C=C/c2cccc(Cl)c2)cc1,48,i,1,i,-0.3,i,i,i,i,i,i
CNCc1cc(Cl)cc(OC)c1OC(C)C,4,i,-4,i,1.0,.,i,i,i,.,.
CC1CCCN(C(=O)CSc2nnc(-c3ccncc3)n2C)C1 (centres undefined),-1,i,2,i,-0.3,i,i,i,i,i,i
Cc1cccc(C)c1NC(=O)Cn1cnc2c(=O)n(C)c(=O)n(C)c21,3,i,-3,i,0.0,i,i,i,i,i,i
COc1ccccc1N/C(=N/S(=O)(=O)c1ccc(C)cc1)c1ccc(Cl)cc1,-2,i,-5,i,-0.5,i,i,i,i,i,i
CCC(C)n1c(SCC(=O)NC2CCS(=O)(=O)C2)nc2ccccc2c1=O (centres undefined),-1,i,.,i,1.2,i,i,i,i,i,i
Clc1ccc(C[n+]2cc(-c3ccccc3)n3c2CCC3)cc1,-7,i,-1,i,0.1,i,i,i,i,i,i
O=C(c1cccs1)N1CCC(c2nc3ccccc3s2)CC1,-11,i,1,i,0.0,i,i,i,i,i,i
Cc1cccc(NCC(=O)N/N=C\c2c[nH]c3ccccc23)c1,15,i,2,i,1.4,i,i,-5.8*,i,i,i
COCCn1c(SCC(N)=O)nc2c(c1=O)SC(C)C2 (centres undefined),-3,i,-6,i,-0.2,i,i,i,i,i,i
CC(=O)Nc1ccc2c(c1)nc(CCN1CCN(C)CC1)n2C,4,i,-6,i,0.0,i,i,i,i,i,i
CC1CC(C)CN(CCCNC(=O)c2csc3c2CCCC3)C1 (centres undefined),2,i,4,i,0.3,i,i,i,i,i,i
O=C(O)C1C2C=CC(C2)C1C(=O)NCCc1ccccc1 (centres undefined),3,i,5,i,-0.3,i,i,i,i,i,i
CC(=O)c1ccc(OC(=O)c2ccc(-n3nc(C)cc3C)cc2)cc1,7,i,2,i,-0.1,i,i,i,i,i,i
CCOc1ccc(-n2cnnn2)cc1S(=O)(=O)NCc1ccccc1,2,i,7,i,0.1,i,i,i,-7*,i,i
O=C(/C=C/c1ccccc1Cl)Nc1cccnc1,4,i,5,i,1.5,i,i,i,i,i,i
COc1ccc(-n2cnc(N)c2C(=O)c2cccc([N+](=O)[O-])c2)cc1,-3,i,3,i,1.0,i,i,i,i,i,i
CC(NC(=O)C(=O)NN=C1CCCCCC1)c1ccccc1 (centres undefined),-3,i,6,i,1.2,i,i,i,i,i,i
COc1ccc(N2CC(C(=O)Nc3nnc(SCc4cccnc4)s3)CC2=O)cc1 (centres undefined),?,i,-6,i,0.2,i,i,i,i,i,i
CC(=O)Nc1ccc(S(=O)(=O)Nc2cccc3[nH]ncc23)cc1,9,i,2,i,0.2,i,i,i,i,i,i
COc1ccc(OC)c(N(CC(=O)Nc2cccc(C(F)(F)F)c2)S(C)(=O)=O)c1,-1,i,3,i,-0.1,i,i,i,i,i,i
CC(C)(C)c1csc(N(CCC#N)CCC#N)n1,-3,i,-3,i,-0.1,i,i,i,i,i,i
CN(C(=O)C1CCCCC1)C1(C)CCS(=O)(=O)C1 (centres undefined),1,i,0,i,0.5,i,i,i,i,i,i
CCOc1ccccc1C(=O)NC1CC2CCCC(C1)N2C1CC1 (centres undefined),-5,i,0,i,-0.4,i,i,i,i,i,i
COc1ccc(CC(=O)N2CC(C)CC(C)C2)cc1OC (centres undefined),0,i,0,i,-0.3,i,i,i,i,i,i
O=C1CC(C(=O)Nc2ncccn2)C(c2ccccc2)O1 (centres undefined),-9,i,3,i,0.1,i,i,i,i,i,i
CC(=O)c1cccc(NC(=O)N2C3CCC2CC(NC(=O)Nc2ccccc2)C3)c1 (centres undefined),-15,i,-4,i,0.5,i,i,i,i,i,i
CC(C)NS(=O)(=O)c1ccc(OCC(=O)NCCC2=CCCCC2)cc1,0,i,1,i,0.3,i,i,i,i,i,i
CCS(=O)(=O)N1CCC(NC(C)=O)(c2ccccc2)CC1,2,i,3,i,0.9,i,i,i,i,i,i
CNC(=S)NC1(C)CCS(=O)(=O)C1 (centres undefined),-7,i,-2,i,-0.7,i,i,i,i,i,i

# Screens from PubChem.
